Compound activity as filed in PubChem.
NCI-60 one-dose screen, 48 h, at 10 µM unless noted. Numbers give growth in % (100 = growth as untreated, 0 = no growth, -100 = all killed).
A549/ATCC: A549/ATCC NSCLC | 81,000 tested, 3.7% active | AID 1794740
UACC-62: UACC-62 melanoma. 81,000 tested, 5.4% active. AID 1794756
M14: M14 melanoma | AID 1794745 | 80,000 tested, 6.2% active
EKVX: EKVX NSCLC; 71,000 tested, 3% active
SK-MEL-28: SK-MEL-28 melanoma; AID 1794761; 81,000 tested, 4.1% active
SK-MEL-5: SK-MEL-5 melanoma; 80,000 tested, 6.4% active
UACC-257: UACC-257 melanoma; 78,000 tested, 4.4% active; AID 1794764
HOP-92: HOP-92 NSCLC cells. 71,000 tested, 6.3% active. AID 1794738
Numbers without * were called inactive; . = no result given; & = joins results of further samples. How the source made its calls: active means growth percent below 10; inactive means the rest.

SMILES	A549/ATCC	UACC-62	M14	EKVX	SK-MEL-28	SK-MEL-5	UACC-257	HOP-92
COc1ccc2c(c1OC)O/C(=C\c1ncc([N+](=O)[O-])n1C)C2=O	19.3	0.2*	-59.1*	.	-38.0*	-66.5*	-55.8*	.
O=c1oc2ccccc2cc1-c1csc(N2N=C(c3ccccc3)CC2c2ccccc2)n1 (stereo not drawn)	96.0	88.5	98.1	82.2	97.7	91.9	98.0	.
Fc1cccc(CSc2ncnc3c2ncn3C2CCCCO2)c1 (stereo not drawn)	.	92.8	109.6	99.3	102.1	90.3	98.0	77.0
CCn1c(SCC(=O)N/N=C/c2ccccc2)nc2c1c(=O)n(C)c(=O)n2C	101.9	93.1	96.6	99.5	109.2	101.3	104.9	92.9
COc1ccc(-c2c(C(=O)NS(=O)(=O)C(C)C)n(Cc3cccc(OC(F)(F)F)c3)c3ccccc23)cc1	71.5	68.7	93.1	90.5	94.1	76.5	72.3	67.9
O=[N+]([O-])c1cccc(S(=O)(=O)Nc2ccc3[nH]ccc3c2)c1	105.6	90.5	.	93.8	112.3	102.5	100.0	101.4
N#Cc1ccc(C(=O)c2c(N)c(C#N)cn2-c2ccc(Cl)cc2Cl)cc1	91.0	93.8	96.2	97.7	104.9	100.9	90.3	89.5
c1ccc(-c2nn[nH]n2)c(-c2ccc(Cn3cnnc3)cc2)c1	107.0	95.1	105.0	95.7	.	111.9	105.8	.
CC(CC(C)(C)C)C(=O)O (stereo not drawn)	92.9	102.5	104.5	.	101.0	98.1	106.3	77.7
O=C(Nc1ccccc1O)c1ccc(CNC(=O)c2sccc2Nc2ccnc(C(F)(F)F)c2)cc1	66.5	27.7	58.3	59.2	63.6	25.1	46.5	20.9
CC(C)OC1OC(OC(C)C)C(OC(C)C)OC1OC(C)C (stereo not drawn)	92.4	85.9	99.2	102.6	105.6	109.6	92.2	.
O=C1CC2(CCCC2)Oc2ncccc21	102.6	94.7	.	101.4	109.5	104.0	99.5	96.8
CCCCCC[n+]1ccc(SCC(=O)n2ccc3ccccc32)c2ccccc21	100.9	73.3	89.0	83.8	105.9	88.7	100.1	81.2
O=C(c1ccccc1)c1cccc2ccccc12	94.7	.	111.2	84.6	108.7	101.5	95.4	64.2
COC(=O)c1nc(-c2ccccc2)oc1S(=O)(=O)N(C)CCO	91.2	77.2	41.1	77.5	69.8	96.0	63.8	41.7
O=C(c1ccccc1)c1cc2ccccc2oc1=O	95.9	93.4	103.8	95.5	118.8	.	96.9	51.3
COc1ccc(-c2ccc(NNC(=O)c3ccccc3)nn2)cc1OC	101.0	96.2	101.6	91.6	109.2	99.6	104.6	93.8
Cc1cc(Br)ccc1-n1cc(C#N)c(N)c1C(=O)c1ccc(F)cc1	95.4	91.3	94.4	103.0	105.6	99.7	95.4	101.3
CC(=O)N[C@H](Cc1ccc(O)cc1)C(=O)N[C@H](CCCN=C(N)N)C(=O)N[C@H](Cc1ccccc1)C(N)=O	77.2	99.3	95.2	95.4	107.8	100.9	.	.
Clc1ccc2c(Nc3ccc4oc(NCCN5CCCC5)nc4c3)ccnc2c1	92.9	94.2	50.7	104.0	89.6	99.1	108.0	.
CCOC(=O)[C@@H]1CCCN(S(=O)(=O)c2ccc(S(=O)(=O)N(CC)CC)cc2)C1	93.6	63.6	80.7	54.0	96.4	34.6	73.0	88.4
ClC1(Cl)C2CCCCCCC21 (stereo not drawn)	98.2	103.1	98.7	107.4	107.3	110.3	106.4	.
COc1cc(CO)c(OC)c2c1OCO2	103.9	103.6	103.1	103.7	108.3	107.8	103.9	.
CC(Nc1ncnc2ccc(-c3cnc4cnccn34)cc12)c1ccccc1 (stereo not drawn)	37.6	53.9	77.8	30.4	78.7	18.1	75.4	27.1

Limited to SK-MEL-28 and SK-MEL-5, for some of the entries so far:
molecule,SK-MEL-28,SK-MEL-5
Cc1cc(Br)ccc1-n1cc(C#N)c(N)c1C(=O)c1ccc(F)cc1,105.6,99.7
CC(=O)N[C@H](Cc1ccc(O)cc1)C(=O)N[C@H](CCCN=C(N)N)C(=O)N[C@H](Cc1ccccc1)C(N)=O,107.8,100.9
Clc1ccc2c(Nc3ccc4oc(NCCN5CCCC5)nc4c3)ccnc2c1,89.6,99.1
CCOC(=O)[C@@H]1CCCN(S(=O)(=O)c2ccc(S(=O)(=O)N(CC)CC)cc2)C1,96.4,34.6
ClC1(Cl)C2CCCCCCC21 (stereo not drawn),107.3,110.3
COc1cc(CO)c(OC)c2c1OCO2,108.3,107.8

The results go on:
SMILES	A549/ATCC	UACC-62	M14	EKVX	SK-MEL-28	SK-MEL-5	UACC-257	HOP-92
Oc1ccccc1/C=N/Nc1nc(N/N=C/c2ccccc2O)nc(N2CCOCC2)n1	13.0	88.8	37.6	22.2	28.0	65.8	53.3	-12.8*
CCCCC(O)CCC (stereo not drawn)	111.6	102.8	102.0	.	109.3	101.2	102.0	75.3
CCN(CC)c1cc(C(C)(C)C)cc(C(C)(C)C)c1	96.2	103.8	112.6	93.0	112.2	110.2	95.6	.
COC(=O)C1CSCC1=O (stereo not drawn)	106.1	105.9	107.8	.	110.0	104.5	105.1	.
COC(=O)Cc1nc(C#N)c(N(C)C)o1	95.8	87.6	103.5	116.0	104.3	101.5	95.7	95.9
COc1ccc(-c2n/c(=C\c3c(O)[nH]c4cc(Cl)ccc34)cc3c2=Nc2ccccc2-3)cc1	94.8	97.6	95.7	84.3	109.6	92.1	113.8	72.2
O=C(Nc1cc(C(F)(F)F)cc(C(F)(F)F)c1)Nc1ccc(OCc2nnc(-c3ccc(Cl)cc3)o2)c(F)c1	10.5	27.7	18.6	.	28.8	-29.6*	2.7*	-11.9*
CC(C)=CCCC(C)CC1OCCC(C)O1 (stereo not drawn)	76.0	.	95.0	98.6	114.7	101.9	85.3	82.5
COc1ccc2[nH]c(=O)c(CSc3ccc(N)cc3)cc2c1	68.1	43.1	44.5	82.6	102.8	63.4	98.5	124.7
Cc1nc2ccccc2nc1SCc1nnc(Nc2ccccc2)s1	98.1	89.7	90.8	.	107.8	98.5	102.5	.
S=C1SCC(c2ccccc2)S1 (stereo not drawn)	101.8	100.1	113.2	.	103.4	103.2	89.6	.
O=C1CCc2cc(C(=O)CSc3ccc(Cl)cc3Cl)ccc2N1	93.2	101.3	108.9	88.8	111.0	79.3	94.1	43.2
O/N=C(\c1ccco1)C(O)c1ccco1 (stereo not drawn)	95.2	96.7	101.5	96.4	112.8	98.6	.	93.6
CN1CCN(c2nc(SCc3ccc(F)cc3)nc(-c3ccc(F)cc3)c2C#N)CC1	72.3	77.5	89.6	81.6	83.8	90.4	95.2	33.8
CNCC[C@H](Oc1cccc2ccccc12)c1cccs1	96.4	91.3	104.3	78.9	91.5	93.0	90.1	52.5
CN1CCC2(CC1)Oc1ccc(Cl)cc1C1CC(c3ccc(F)cc3)=NN12 (stereo not drawn)	83.1	81.7	98.1	73.4	103.0	75.2	99.6	83.9
O=[N+]([O-])c1cc2c3ccccc3ccc2c2ccccc12	87.3	94.0	101.6	.	107.3	88.3	103.8	.
C/C(=N\NC(=O)c1ccncc1)c1ccc(F)cc1	109.5	119.1	117.2	106.7	121.7	107.2	111.0	112.2
COC(=S)S	.	106.4	107.0	102.6	109.4	97.3	.	100.8
Cc1ccc(-n2nnc(C(=O)O)c2C2CCCO2)cc1 (stereo not drawn)	76.9	98.7	.	94.3	101.6	95.2	77.2	80.9
CCOC(=O)c1cc2c(n1Cc1ccc(OC)cc1)-c1[nH]c(=O)c(S(=O)(=O)c3ccccc3)cc1CCC2	100.9	89.6	99.0	.	54.3	101.3	95.4	81.0
CCCCN(Cc1ccc(C(=O)NO)cc1)C(=O)Nc1ccc(OCCCCCCCCCn2cc(CCCCC(=O)N[C@H](C(=O)N3C[C@H](O)C[C@H]3C(=O)NCc3ccc(-c4scnc4C)cc3)C(C)(C)C)nn2)cc1	86.8	35.9	.	72.1	62.8	.	60.0	-11.4*
O=C(NCc1ccco1)c1ccc(C(=O)NCc2ccco2)cc1	101.0&103.5	101.9&104.4	96.2&97.9	99.4	111.2&110.9	106.4&103.4	90.5&100.6	103.9&101.9
O=C(/C=C/c1cn(-c2ccccc2)nc1-c1ccc(Cl)cc1)c1cc2ccccc2oc1=O	88.7	52.7	72.8	79.8	93.0	72.0	93.5	79.6
CCOC(=O)C(=O)c1c(C)[nH]c2ccccc12	111.5	90.1	.	86.4	101.7	101.0	104.7	88.1
Oc1ccccc1-c1nn(-c2ccccc2)cc1-c1nc2ccccc2s1	98.4	95.0	116.3	93.2	112.6	97.0	104.4	84.4
COc1cccc2occ(/C=N/N=c3/sc(C(C)=O)nn3-c3ccc(Cl)cc3)c(=O)c12	95.9	96.0	96.9	87.6	103.9	99.2	95.1	102.5
CCOc1ccc(-n2nc(C(=O)NCc3cc(F)cc(F)c3)nc2-c2cc(OC)c(OC)c(OC)c2)cc1	57.1	57.9	65.2	62.8	65.3	50.1	80.5	61.1
CCOC(=O)CC(=O)N(c1ccc(OC)cc1)C(C(=O)OC)c1ccccc1 (stereo not drawn)	88.0	97.2	103.6	91.3	97.2	103.4	86.6	88.9
COc1cc(-c2cc(-c3ccc(Nc4ncnc5cc(Cl)ccc45)cc3)nc(N3CCCCC3)n2)cc(OC)c1OC	84.7	95.5	106.1	101.6	107.9	97.7	110.8	92.0
NNC(=O)c1cccc2ccccc12	90.4	101.0	101.9	113.3	113.8	107.0	97.4	101.8
O=C(O)C(CBr)c1ccccc1 (stereo not drawn)	103.5	95.6	99.1	123.2	106.1	105.2	102.8	.
O=c1[nH]c2ccccc2c(O)c1CCCC1CCCCC1	92.9	85.6	101.6	111.3	99.1	72.7	95.5	89.6
COc1ccccc1NC(=O)C1=C(C)NC(C)=C(C(=O)Nc2ccccc2OC)C1c1cccc([N+](=O)[O-])c1	67.0	54.5	76.5	44.1	82.2	61.5	92.3	56.8
O=C(Nc1ncc(Cc2cc(C(F)(F)F)ccc2Cl)s1)C(=S)N1CCOCC1	93.8	72.6	86.7	83.0	114.4	96.6	95.0	70.4
O=C(N=Nc1c(O)[nH]c2ccc(Cl)cc12)c1cc2ccccc2[nH]1	98.7	96.7	103.0	93.9	103.2	100.8	108.8	104.6
COc1cc2c(O)n(CCCn3ccnc3)c3c4cnc5cccc(c(=O)c3c2cc1OC)c54	35.6	15.0	.	49.6	79.6	24.9	45.2	28.0
COc1cc(/C=N/NC(=S)NNC(=S)NC2CC2)cc(OC)c1OC	106.8	94.3	94.2	90.3	102.3	99.3	105.6	98.6
Cc1cc(=O)n2c(nc3ccccc32)s1	93.2	103.1	116.3	.	105.4	105.6	98.6	80.4
CC(C)(Oc1ccc(Cl)cc1)C(=O)O	.	107.3	101.4	104.6	109.0	104.6	110.9	97.6
CCNc1cc2nc(-c3ccccc3)nn(-c3ccccc3)c-2cc1=O	98.9	99.9	103.0	109.8	113.5	95.3	107.4	71.0
N#Cc1c(Nc2ccc(Cl)cc2)nn2cc(-c3nc4ccccc4s3)c(N)nc12	110.3	97.3	90.5	90.9	102.0	98.6	107.3	105.8
O=C(O)CC1CCc2ccccc21 (stereo not drawn)	102.6	110.9	102.3	133.9	109.7	108.3	104.9	101.3
CCCNc1nc(C)[nH]c(=O)c1S	110.1	113.4	108.5	120.1	114.4	109.9	107.7	-2.9*
O=c1oc2c(cnc3ccccc32)cc1Sc1ccc(Cl)cc1	97.6	98.9	99.5	94.4	110.1	100.5	96.7	91.3
NS(=O)(=O)c1ccc(CCn2c(SCC(=O)N/N=C/c3ccccc3[N+](=O)[O-])nc3ccccc3c2=O)cc1	87.3	80.9	94.6	86.8	101.9	74.1	88.0	.
N#Cc1nc(-c2ccc(F)cc2)oc1S(=O)(=O)N1CCOCC1	106.6	89.9	54.2	96.2	85.7	82.6	93.9	94.6
O=C1NC(=C(Cl)Cl)/C(=N/S(=O)(=O)N2CC(C(=O)O)C2)N1	103.3	99.4	104.9	99.1	106.3	101.9	105.9	110.1

In a second layout: results already given
CC(C)(Oc1ccc(Cl)cc1)C(=O)O
  A549/ATCC: .
  UACC-62: 107.3
  M14: 101.4
  EKVX: 104.6
  SK-MEL-28: 109.0
  SK-MEL-5: 104.6
  UACC-257: 110.9
  HOP-92: 97.6
CCCNc1nc(C)[nH]c(=O)c1S
  A549/ATCC: 110.1
  UACC-62: 113.4
  M14: 108.5
  EKVX: 120.1
  SK-MEL-28: 114.4
  SK-MEL-5: 109.9
  UACC-257: 107.7
  HOP-92: -2.9*
N#Cc1c(Nc2ccc(Cl)cc2)nn2cc(-c3nc4ccccc4s3)c(N)nc12
  A549/ATCC: 110.3
  UACC-62: 97.3
  M14: 90.5
  EKVX: 90.9
  SK-MEL-28: 102.0
  SK-MEL-5: 98.6
  UACC-257: 107.3
  HOP-92: 105.8
O=C1NC(=C(Cl)Cl)/C(=N/S(=O)(=O)N2CC(C(=O)O)C2)N1
  A549/ATCC: 103.3
  UACC-62: 99.4
  M14: 104.9
  EKVX: 99.1
  SK-MEL-28: 106.3
  SK-MEL-5: 101.9
  UACC-257: 105.9
  HOP-92: 110.1

The list continues:
SMILES	A549/ATCC	UACC-62	M14	EKVX	SK-MEL-28	SK-MEL-5	UACC-257	HOP-92
CN(C)c1ccc(/C=N/Nc2nc3c([nH]2)c(=O)n(C)c(=O)n3C)cc1	109.7&103.1	99.3&97.3	102.0&102.8	114.0&122.1	106.0&116.1	101.5&87.2	138.4&115.8	105.7
CCCCC[C@@H]1Cc2cc(O)c(C(=O)O)c3c2[C@H](C[C@]2(OC[C@@H](CC(=O)[C@@](C)(CC)C(=O)OC)[C@@H]2C)O3)O1	106.7	88.9	118.7	112.8	118.4	108.0	87.6	113.5
Cc1nc(C(=O)O)cc([N+](=O)[O-])c1C	97.3	95.1	86.7	.	108.8	102.4	88.9	.
COc1ccc(NC(N)=O)cc1	105.8	110.6	100.7	106.7	105.4	98.2	96.5	.
CCn1c(Sc2nnc(NC(=O)CCSC(=S)N3CCCC3)s2)nc2c1c(=O)n(C)c(=O)n2C	102.0	97.1	96.8	97.5	100.3	100.4	99.8	79.3
N#CCCN1C/C(=C/c2ccc(Cl)cc2)C(=O)/C(=C/c2ccc(Cl)cc2)C1	-35.9*	-66.1*	-44.1*	.	-61.4*	-60.6*	-53.4*	.
O=C(NCCNCc1ccccc1)c1ccccc1	103.9	93.3	96.8	86.9	104.2	98.2	114.2	89.0
